# BioA inh – blocks M. tuberculosis BioA enzyme activity; purified M. tuberculosis BioA enzyme, plate reader; inhibition, % at 9.99 µM; hit rate 0.096% among 360,000; in the data active = inhibition above about 40%
# The depositor's hits bear a star. These rows are one share of the data, so the mix of outcomes need not match the whole.
C[C@H](NC(=O)[C@H]1[C@H](CO)[C@H]2Cn3c(cccc3=O)[C@@H]1N2C(=O)C1CC1)c1ccccc1
  BioA inh: -0.5
CC(=O)NC[C@H]1[C@H](c2ccc(-c3ccccc3F)cc2)[C@@H](CO)N1C(=O)C1CC1
  BioA inh: -3.0
Cc1noc(C)c1S(=O)(=O)N(C)C[C@H]1Oc2ccc(NC(=O)Nc3ccc(C(F)(F)F)cc3)cc2CC(=O)N([C@@H](C)CO)C[C@H]1C
  BioA inh: -0.3
C[C@@H]1CN([C@H](C)CO)C(=O)Cc2cc(NC(=O)Cc3cn(C)c4ccccc34)ccc2O[C@H]1CN(C)Cc1ccc(C(F)(F)F)cc1
  BioA inh: -4.5
C[C@@H]1CN([C@@H](C)CO)C(=O)c2cccc(NC(=O)Nc3ccccc3)c2O[C@H]1CN(C)Cc1ccccc1
  BioA inh: 2.5
C[C@H](CO)N1C[C@H](C)[C@H](CN(C)Cc2cncnc2)Oc2ncc(C#CC3CCCCC3)cc2C1=O
  BioA inh: 3.1
COc1ccc(CN2C[C@H](O)COC[C@H]3O[C@H](CC(=O)N(C)C)CC[C@@H]32)cc1
  BioA inh: 6.5
CCC(=O)N1[C@H](CO)[C@H]2c3ccccc3N(S(=O)(=O)c3ccc(F)cc3)C[C@H]21
  BioA inh: -2.2
CO[C@@H]1CN(C)C(=O)c2cc(NC(C)=O)ccc2OC[C@H](C)N(C(=O)Cc2cccnc2)C[C@@H]1C
  BioA inh: 0.9
O[C@@H](Cc1ccccc1)[C@@H](/C=C/C1CC1)N(CC#Cc1ccccc1)Cc1ccccc1Br
  BioA inh: -2.6

CC(C)NC(=O)Nc1ccc2c(c1)C(=O)N([C@@H](C)CO)C[C@H](C)[C@@H](CN(C)CC1CCCCC1)OCCCC[C@@H](C)O2
  BioA inh: 1.6
COc1cccc(C#Cc2ccc([C@@H]3[C@@H](C#N)N(C(=O)C4CC4)[C@@H]3CO)cc2)c1
  BioA inh: -0.5
C[C@@H]1CN([C@H](C)CO)C(=O)Cc2cc(NC(=O)CCN3CCOCC3)ccc2O[C@@H]1CN(C)C(=O)Nc1ccc(C(F)(F)F)cc1
  BioA inh: -2.2
CO[C@H](CN(C)C(=O)C1CCOCC1)[C@@H](C)CN([C@H](C)CO)S(=O)(=O)c1ccccc1
  BioA inh: -1.7
CO[C@H]1CN(C)C(=O)c2cc(NS(C)(=O)=O)ccc2OC[C@@H](C)N(C(=O)CC2CC2)C[C@@H]1C
  BioA inh: 0.9
COc1cccc(S(=O)(=O)Nc2ccc3c(c2)OC[C@@H](C)N(Cc2ccccc2F)C[C@@H](C)[C@@H](OC)CN(C)C3=O)c1
  BioA inh: 1.1
C[C@@H]1CCCCO[C@@H](CN(C)S(=O)(=O)c2ccc(Cl)cc2)[C@H](C)CN([C@@H](C)CO)C(=O)c2cc(NC(=O)Nc3cccc4ccccc34)ccc2O1
  BioA inh: -2.8
Cc1ccc(S(=O)(=O)N(C)C[C@@H]2Oc3ccc(NC(=O)CCCN(C)C)cc3C(=O)N([C@@H](C)CO)C[C@H]2C)cc1
  BioA inh: -2.4
CC=Cc1ccc2n(c1=O)C[C@@H]1[C@@H](CO)[C@H](C(=O)N[C@@H](C)c3ccccc3)[C@H]2N1Cc1ccncc1 (mixture of isomers)
  BioA inh: -1.0
COc1ccc(NC(=O)Nc2ccc3c(c2)C(=O)N([C@H](C)CO)C[C@H](C)[C@@H](CN(C)Cc2ccccc2)O3)cc1
  BioA inh: 9.5

C[C@@H]1CN([C@@H](C)CO)C(=O)c2cc(NC(=O)Cc3ccccc3)ccc2O[C@@H]1CN(C)C(=O)NC1CCCCC1
  BioA inh: 2.2
C[C@@H]1CN([C@@H](C)CO)C(=O)c2cc(NC(=O)C3CC3)ccc2O[C@@H]1CN(C)Cc1ccc(Oc2ccccc2)cc1
  BioA inh: 1.7
COc1ccc(NC(=O)N(C)C[C@@H]2Oc3ncc(C4=CCCC4)cc3C(=O)N([C@H](C)CO)C[C@H]2C)cc1
  BioA inh: 0.6
Cc1cccc(S(=O)(=O)N2[C@@H]3c4cccc(=O)n4C[C@H]2[C@H](CO)[C@H]3C(=O)N(C)C)c1
  BioA inh: -1.4
C[C@@H]1CN([C@H](C)CO)C(=O)c2cccc(NS(=O)(=O)c3cn(C)cn3)c2O[C@@H]1CN(C)S(=O)(=O)c1cn(C)cn1
  BioA inh: -0.9
CN1CCN(C(=O)C[C@H]2CC[C@H]3[C@@H](COC[C@H](O)CN3Cc3cccc(-c4ccncc4)c3)O2)CC1
  BioA inh: 1.2
CC(=O)N(C)C[C@H]1Oc2cc(-c3cncnc3)ccc2S(=O)(=O)N([C@@H](C)CO)C[C@@H]1C
  BioA inh: 0.2
COc1ccc(NC(=O)N(C)C[C@@H]2Oc3c(NC(=O)c4cnccn4)cccc3C(=O)N([C@H](C)CO)C[C@H]2C)cc1
  BioA inh: -0.6
O=C(Nc1ccc(F)cc1)N1CCCCN2[C@H](CO)[C@@H](c3ccc(-c4ccccc4F)cc3)[C@H]2C1
  BioA inh: -3.6
C[C@H](CO)N1C[C@H](C)[C@@H](CN(C)Cc2cccc(C(F)(F)F)c2)OCc2cn(nn2)CCCC1=O
  BioA inh: 0.1

C[C@H]1CN([C@@H](C)CO)C(=O)c2cc(-c3ccccc3)cnc2O[C@H]1CN(C)C(=O)Nc1ccccc1
  BioA inh: 1.1
O=C(Nc1ccccc1)N1CCCCN2[C@H](C1)[C@H](c1ccc(C#Cc3cccnc3)cc1)[C@@H]2CO
  BioA inh: -0.3
COc1ccc(S(=O)(=O)Nc2ccc3c(c2)C(=O)N([C@@H](C)CO)C[C@H](C)[C@@H](CN(C)Cc2ccccc2)OCCCC[C@@H](C)O3)cc1
  BioA inh: 3.7
CCCC#Cc1ccc2c(c1)O[C@@H](CN(C)C(=O)C1CCC1)[C@H](C)CN([C@@H](C)CO)S2(=O)=O
  BioA inh: -1.3
C[C@H]1CN([C@@H](C)CO)C(=O)c2cccc(NS(=O)(=O)c3cn(C)cn3)c2O[C@H]1CN(C)C(=O)Nc1cccc2ccccc12
  BioA inh: -0.5
C[C@@H]1CN([C@@H](C)CO)C(=O)c2cc(NC(=O)CCCN(C)C)ccc2O[C@@H]1CN(C)S(=O)(=O)c1cn(C)cn1
  BioA inh: -1.0
CC(C)NC(=O)Nc1ccc2c(c1)C(=O)N(C)[C@H]1CC[C@H](CC(=O)NCC3CCCCC3)O[C@H]1CO2
  BioA inh: -0.6
O=C(C[C@@H]1CC[C@H]2[C@@H](COC[C@H](O)CN2S(=O)(=O)c2ccc(F)cc2)O1)NCCN1CCCCC1
  BioA inh: -1.3
CO[C@@H]1CN(C)C(=O)c2ccc(NC(C)=O)cc2OC[C@@H](C)N(C(=O)C2CCOCC2)C[C@@H]1C
  BioA inh: 0.8
C/C=C/c1ccc([C@H]2[C@@H](CO)N(Cc3ccccn3)[C@@H]2CNC(=O)CC)cc1
  BioA inh: 1.5

Cc1ccccc1-c1ccc([C@H]2[C@H](CO)N3CCCCN(CC4CC4)C[C@@H]23)cc1
  BioA inh: -0.8
Cc1ccc(S(=O)(=O)NCC[C@H]2CC[C@H](NC(=O)Nc3ccccc3F)[C@H](CO)O2)cc1
  BioA inh: -3.5
CC(C)C#Cc1cnc2c(c1)C(=O)N([C@H](C)CO)C[C@H](C)[C@H](CN(C)Cc1cncnc1)O2
  BioA inh: -0.1
COc1ccc(CN(C)C[C@@H]2Oc3ccc(NC(=O)c4ccncc4)cc3C(=O)N([C@H](C)CO)C[C@H]2C)cc1
  BioA inh: 1.4
Cc1noc(C)c1S(=O)(=O)Nc1ccc2c(c1)C(=O)N([C@@H](C)CO)C[C@@H](C)[C@@H](CN(C)C(=O)CCC(F)(F)F)OCCCC[C@@H](C)O2
  BioA inh: -0.8
Cc1noc(C)c1S(=O)(=O)N(C)C[C@H]1Oc2ccc(NC(=O)CCCCCC(=O)Nc3ccccc3N)cc2CC(=O)N([C@H](C)CO)C[C@H]1C
  BioA inh: -3.4
Cc1noc(C)c1S(=O)(=O)N(C)C[C@@H]1OCCCC[C@H](C)Oc2ccc(NC(=O)Cc3ccccc3)cc2C(=O)N([C@@H](C)CO)C[C@H]1C
  BioA inh: -1.3
C[C@@H]1CN([C@@H](C)CO)C(=O)c2c(c3ccccc3n2C)-c2ccccc2CO[C@@H]1CN(C)Cc1ccncc1
  BioA inh: 1.9
C[C@@H]1CN([C@@H](C)CO)C(=O)c2cc(C3=CCCC3)cnc2O[C@H]1CN(C)Cc1ccccc1F
  BioA inh: 2.9
COc1cccc(-c2cn(CC[C@H]3CC[C@@H](NC(=O)CN(C)C)[C@@H](CO)O3)nn2)c1
  BioA inh: 0.7

Cc1ccc(-c2cnc3c(c2)C(=O)N([C@@H](C)CO)C[C@@H](C)[C@H](CN(C)CC2CCCCC2)O3)cc1
  BioA inh: 0.9
C[C@H]1CN([C@@H](C)CO)C(=O)Cc2cc(NC(=O)CCN3CCOCC3)ccc2O[C@@H]1CN(C)Cc1ccncc1
  BioA inh: 0.1
CN1C(=O)c2cc(NC(=O)NCc3ccccc3)ccc2OC[C@H]2O[C@@H](CC(=O)NCC3CCCCC3)CC[C@H]21
  BioA inh: -3.8
C[C@@H]1CN([C@H](C)CO)S(=O)(=O)c2ccc(C#Cc3ccc(F)cc3)cc2O[C@@H]1CN(C)CC1CC1
  BioA inh: 1.8
CCCN(C)C[C@@H]1OCc2cnnn2CCCC(=O)N([C@@H](C)CO)C[C@@H]1C
  BioA inh: -0.4
CCCNC(=O)C[C@H]1CC[C@@H]2[C@H](COc3ccc(NC(=O)NC(C)C)cc3C(=O)N2C)O1
  BioA inh: -2.6
CO[C@@H](CN(C)C(=O)c1ccc2c(c1)OCO2)[C@@H](C)CN([C@@H](C)CO)S(=O)(=O)c1ccc(F)cc1
  BioA inh: -0.8
Cc1ccc(S(=O)(=O)Nc2ccc3c(c2)C(=O)N([C@H](C)CO)C[C@@H](C)[C@@H](CN(C)CC2CCCCC2)OCCCC[C@H](C)O3)cc1
  BioA inh: -2.8
O=C(C[C@@H]1C=C[C@H](NC(=O)Nc2cc(F)ccc2F)[C@@H](CO)O1)Nc1ccccc1
  BioA inh: -2.1
Cc1noc(C)c1NC(=O)Nc1ccc2c(c1)C(=O)N(C)[C@H]1CC[C@H](CC(=O)N[C@H]3CCN(Cc4ccccc4)C3)O[C@@H]1CO2
  BioA inh: -0.7

CC(C)NC(=O)Nc1ccc2c(c1)C(=O)N([C@H](C)CO)C[C@@H](C)[C@@H](CN(C)C(=O)Nc1ccccc1)O2
  BioA inh: -0.5
C[C@H](CO)N1C[C@H](C)[C@H](CN(C)Cc2cncnc2)Oc2ncc(/C=C/c3ccccc3)cc2C1=O
  BioA inh: -1.3
C[C@@H]1CN([C@@H](C)CO)C(=O)c2cc(NS(=O)(=O)c3ccc(Cl)cc3)ccc2O[C@@H](C)CCCCO[C@@H]1CN(C)Cc1ccncc1
  BioA inh: -2.1
CCCC(=O)Nc1ccc2c(c1)C(=O)N(C)C[C@H](OC)[C@@H](C)CN(C(=O)c1ccncc1)[C@H](C)CO2
  BioA inh: -0.8
C[C@H](CO)N1C[C@H](C)[C@@H](CN(C)S(=O)(=O)c2ccc(F)cc2)Oc2ccc(NS(=O)(=O)c3cn(C)cn3)cc2C1=O
  BioA inh: -0.3
C/C=C/c1ccc2c(c1)O[C@@H](CN(C)Cc1ccccc1F)[C@@H](C)CN([C@H](C)CO)S2(=O)=O
  BioA inh: 0.6
C[C@H]1CN([C@@H](C)CO)C(=O)c2cc(C3=CCCC3)cnc2O[C@H]1CN(C)C(=O)C1CCCCC1
  BioA inh: -2.9
CO[C@@H]1CN(C)C(=O)c2cc(NS(=O)(=O)c3cn(C)cn3)ccc2OC[C@@H](C)NC[C@@H]1C
  BioA inh: -2.0
C[C@@H]1CN([C@H](C)CO)S(=O)(=O)c2ccc(-c3cncnc3)cc2O[C@@H]1CN(C)Cc1cncnc1
  BioA inh: -3.2
C[C@@H]1CCCCO[C@@H](CN(C)S(=O)(=O)c2ccc(Cl)cc2)[C@H](C)CN([C@@H](C)CO)C(=O)c2cc(NC(=O)NC3CCCCC3)ccc2O1
  BioA inh: -1.0

O=C(C[C@H]1CC[C@@H](NS(=O)(=O)c2ccccc2)[C@@H](CO)O1)NCCN1CCCCC1
  BioA inh: -2.6
CC(=O)N1[C@H](CN(C(=O)c2cccc(F)c2)C(C)C)[C@H](c2ccccc2)[C@@H]1CO
  BioA inh: -1.4
COc1cccc(-c2ccc3c(c2)O[C@H](CN(C)C(=O)C2CCCCC2)[C@@H](C)CN([C@H](C)CO)S3(=O)=O)c1
  BioA inh: -1.5
C[C@H]1CCCCO[C@H](CN(C)CC2CC2)[C@@H](C)CN([C@@H](C)CO)C(=O)c2cc(NC(=O)c3ccncc3)ccc2O1
  BioA inh: 20.6
COc1ccc(C#Cc2ccc([C@@H]3[C@H](CO)N4CCCCN(C)C[C@@H]34)cc2)cc1
  BioA inh: 0.2
O=C(C[C@@H]1C[C@H]2c3cc(NC(=O)C4CCOCC4)ccc3O[C@H]2[C@H](CO)O1)NCc1ccccc1
  BioA inh: -2.3
C[C@@H]1CN([C@@H](C)CO)C(=O)c2cc(-c3ccccc3F)cnc2O[C@@H]1CN(C)C(=O)C1CCC1
  BioA inh: -0.3
C[C@@H](O)C#Cc1ccc([C@H]2[C@H](CO)N3CCCCN(S(=O)(=O)c4ccccc4)C[C@@H]23)cc1
  BioA inh: -3.3
O=S(=O)(c1cccc(F)c1)N1CC[C@@H]2[C@@H](CO)Nc3ccc(-c4cccc(F)c4)cc3[C@@H]21
  BioA inh: -0.9
COc1ccc(S(=O)(=O)N(C)C[C@@H]2Oc3ccc(NS(=O)(=O)c4ccccc4)cc3C(=O)N([C@H](C)CO)C[C@H]2C)cc1
  BioA inh: 0.6
